# JMJD2A Tudor inh = blocks the human JMJD2A Tudor domain; O75164; AlphaScreen JMJD2A-Tudor / H3K4me3 peptide binding; Potency, µM (titrated, usually from 114 µM), for the others: at the top dose activity change, negative = inhibition, hits mostly inhibitors; 390,000 tested, 4.4% active; further: on the % scale 0 is the no-effect control and ±100 the full control effect; nearly all actives have a fitted effect of over 50% in size
# Pol eta inh = blocks human DNA polymerase eta activity; Q9Y253; recombinant Pol eta, fluorescent DNA replication assay; Potency, µM (titrated, usually from 114 µM), inactives show at the highest dose activity change, negative = inhibition, hits mostly inhibitors; 390,000 tested, 1.2% active; further: on the % scale 0 is the no-effect control and ±100 the full control effect
# Target sequence (Q9Y253 whole entry, looked up): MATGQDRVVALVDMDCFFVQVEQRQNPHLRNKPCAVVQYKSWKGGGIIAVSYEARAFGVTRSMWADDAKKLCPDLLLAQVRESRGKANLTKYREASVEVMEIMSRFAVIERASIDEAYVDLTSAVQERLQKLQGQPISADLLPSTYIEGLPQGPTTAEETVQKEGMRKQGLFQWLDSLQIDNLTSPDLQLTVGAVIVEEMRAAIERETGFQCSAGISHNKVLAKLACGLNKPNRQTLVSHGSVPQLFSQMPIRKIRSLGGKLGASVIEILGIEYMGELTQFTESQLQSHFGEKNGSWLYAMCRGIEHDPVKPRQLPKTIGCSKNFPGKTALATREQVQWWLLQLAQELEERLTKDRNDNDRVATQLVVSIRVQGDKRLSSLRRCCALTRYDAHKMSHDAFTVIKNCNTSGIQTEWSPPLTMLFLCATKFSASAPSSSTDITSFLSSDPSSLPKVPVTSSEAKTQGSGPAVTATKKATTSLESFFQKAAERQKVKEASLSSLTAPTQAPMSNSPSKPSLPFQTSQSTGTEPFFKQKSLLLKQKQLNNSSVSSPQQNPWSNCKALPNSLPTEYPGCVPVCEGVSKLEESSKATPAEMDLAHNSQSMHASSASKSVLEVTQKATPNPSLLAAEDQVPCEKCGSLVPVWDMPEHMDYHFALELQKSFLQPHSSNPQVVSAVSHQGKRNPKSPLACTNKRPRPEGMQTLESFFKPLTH
#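 Pol eta at 10 nM preincubated with compounds 15 min at room temperature; reaction started with fluorescent substrate (50 nM final) and read kinetically at 0 and 10 min.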
# G9a inh = inhibitors of human histone lysine methyltransferase G9a | G9a H3K9 monomethylation, AlphaScreen, 2 h | Potency, µM (titrated, usually from 102 µM), for the others: at the top dose activity, negative = inhibition, most hits filed as inhibitors | 350,000 tested, 8.8% active; further: on the % scale 0 is the no-effect control and ±100 the full control effect; nearly all actives have a fitted effect of over 75% in size
# Target sequence (Q96KQ7 913-1193 limits assumed): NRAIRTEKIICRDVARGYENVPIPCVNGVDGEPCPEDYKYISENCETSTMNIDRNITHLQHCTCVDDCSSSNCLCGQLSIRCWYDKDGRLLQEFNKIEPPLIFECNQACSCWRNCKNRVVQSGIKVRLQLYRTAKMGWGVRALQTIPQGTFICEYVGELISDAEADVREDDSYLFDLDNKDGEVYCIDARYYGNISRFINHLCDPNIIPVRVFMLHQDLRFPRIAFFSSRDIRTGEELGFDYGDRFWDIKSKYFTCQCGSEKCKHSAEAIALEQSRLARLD
#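 AlphaScreen read-out: biotin-H3K9 peptide (500 nM) methylation by 20 nM enzyme with 20 uM SAM, 2 h at room temperature after 15 min compound preincubation; anti-monomethyl H3K9 antibody plus donor/acceptor beads, 10 min dark.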
# BLM helicase inh = Bloom syndrome helicase (human) inhibition. P54132. recombinant BLM DNA unwinding, fluorescence dequenching. Potency, µM (titrated, usually from 56.1 µM), without a hit: at the top dose activity change, negative = inhibition, most hits filed as inhibitors. 350,000 tested, 0.2% active. AID 2528;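 further: plate controls were vehicle for no effect and no enzyme for full effect; nearly all actives have a fitted effect of over 35% in size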
# Pol beta inh = DNA polymerase beta (human) inhibition; P06746; Pol beta primer extension/strand displacement, fluorescence kinetic; Potency, µM (doses to about 114 µM), for the others: at the top dose activity change, negative = inhibition, hits mostly inhibitors; 340,000 tested, 1.3% active; further: on the % scale 0 is the no-effect control and ±100 the full control effect
#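 Homogeneous kinetic assay of primer extension and strand displacement by 10 nM Pol beta, preincubated 15 min at room temperature with compound before 50 nM substrate (final) was added. Read at 0 and 10 min; four-parameter Hill fit.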
# POLI inh = DNA polymerase iota (human) inhibition; Q9UNA4; Pol iota fluorescent replication assay, 10 min; 390,000 tested, 1% active; Potency, µM (highest dose often 115 µM), for inactives: at the top dose activity, negative = inhibition, actives largely listed as inhibitors
#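 Fluorescent replication assay read twice, at 0 min and 10 min after adding 50 nM (final) substrate. Enzyme (10 nM) and compounds were first incubated 15 min at room temperature; enzyme-free buffer wells were negative controls.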
# BAZ2B block = BAZ2B (human) inhibition; AID 504333; Potency, µM (titrated, usually from 114 µM), for the others: top-dose activity change, negative = inhibition, hits mostly inhibitors; 360,000 tested, 4.4% active; Q9UIF8; AlphaScreen BAZ2B-H3K14Ac peptide displacement; further: on the % scale 0 is the no-effect control and ±100 the full control effect; nearly all actives have a fitted effect of over 60% in size
#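 BAZ2B 50 nM plus b-H3(5-23)K14Ac 50 nM, PBS pH 7.4/0.01% Tween-20, 30 min RT; compound added (max 110 uM), 30 min RT; streptavidin donor/Ni-chelate acceptor beads 10 ug/mL final, 20 min dark; AlphaScreen read.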
# POLK inh = blocks human DNA polymerase kappa activity. Potency, µM (doses to about 107 µM), inactives show at the highest dose activity, negative = inhibition, most hits filed as inhibitors. Q9UBT6. 400,000 tested, 0.53% active. purified Pol kappa, fluorescent DNA synthesis assay, 10 min; further: on the % scale 0 is the no-effect control and ±100 the full control effect
#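 Here, compound and 10 nM enzyme are combined for 15 min at room temperature; adding 50 nM substrate (final) starts DNA synthesis, tracked by fluorescence at 0 and 10 min against buffer-only wells.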
# APEX1 inh = APE1 (human) endonuclease inhibition. P27695. Potency, µM (series often up to 65.8 µM), without a hit: at the highest dose activity change, negative = inhibition, most hits filed as inhibitors. recombinant APE1, TAMRA/BHQ-2 abasic DNA cleavage fluorescence. AID 2517. 350,000 tested, 0.35% active;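 further: plate controls were vehicle for no effect and reference inhibitor for full effect; nearly all actives have a fitted effect of over 55% in size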
#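 Kinetic fluorescence read (525 ex/598 em nm, three reads 60 s apart) of AP-site incision; signal = third minus first read. Enzyme 0.75 nM, dual-labelled THF duplex 50 nM, compound preincubation 15 min RT.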
# * hit, by the source's call; ? = inconclusive; / = no result given; & = joins results of further samples; [ ] = remark or other dose. The call rests on the fitted dose curve; in most records, active means well fitted curve in the direction sought with a large enough effect; inconclusive means small, poorly fitted or top-dose-only effect, or another doubt; inactive means no such curve, though single readings can be large; an effect the other way counts as inactive or inconclusive. Potency means the concentration at half of the fitted maximal effect.
compound,JMJD2A Tudor inh,Pol eta inh,G9a inh,BLM helicase inh,Pol beta inh,POLI inh,BAZ2B block,POLK inh,APEX1 inh
CC1CCCN(Cc2cnc(Cl)s2)C1 (stereo not given),-2%,-10%,-21%[59 µM],2%,-11%,7%,-5%,-11%,2%
COc1ccc(C(=O)N2CC(=O)Nc3ccc(C)cc3C2c2ccccc2)cc1OC (stereo not given),-4%,-21%,4%[59 µM],-1%,7%,11%,3%,-4%,/
CCOc1ccc(C(=O)CCC(=O)Nc2cc(C)ccn2)cc1,-21%,-5%,-30%,/,/,20%,?,-17%,-8%
COc1ccccc1C(=O)NC1CC2CCC(C1)N2Cc1ccccc1 (stereo not given),-6%,-5%,/,1%,24%,12%,-34%,9%,11%
C=CCN1C(=O)/C(=C/C(=O)OC)S/C1=N\NC(=O)c1ccccc1,0%,-13%,9%,-1%,-5%,?,-2%,2%,2%
CCOCCCn1c(SCC(=O)/C(C#N)=C(\C)N)nc2ccccc2c1=O,-7%,-3%,6%[59 µM],3%,-15%,4%,12%,1%,-2%
CCOc1ccc(-c2nc(S(=O)(=O)c3ccccc3)c(N3CCOCC3)o2)cc1,-20%,-16%,50µM*,-4%,-1%,88%[activator],-36%,-2%,3%
O=C(COC(=O)c1cc(S(=O)(=O)NCc2ccccc2)ccc1O)NCc1ccccc1,-6%[11.4 µM],1%,2%[59 µM],-13%,?,?,9%,-3%,?
CC(O)C1CCC2C3CCC4CC(O)CCC4(C)C3C(=O)CC12C (stereo not given),-5%,-13%,/,/,/,0%,/,23%,/
CCn1c(=O)n(CC)c2cc(S(=O)(=O)N3CCC(c4ccccc4)CC3)ccc21,-26%,-17%,2%[12.7 µM],-9%,-9%,-2%,3%,-7%,-5%
CCCCNC(=O)CSc1nc2n[nH]c(C)c2c(=N)n1-c1ccccc1CC,-2%,2%,4%[59 µM],0%,22%,0%,-2%,-7%[60.1 µM],/
Cc1cc(O)cc(=O)n1CCc1ccccc1,-2%,-7%,-31%,4%,3%,2%,-30%,0%,28%
CC(c1nc2ccccc2c(=O)[nH]1)N1CCCN(S(=O)(=O)c2ccc(F)cc2)CC1 (stereo not given),-24%,1%,56%[activator][12.7 µM],/,/,?,-16%,0%,35%
O=C(O)c1cc2ccccc2cn1,0.32µM*,2%,/,/,/,63%[activator],/,-16%,/
O=C1C=CC(=O)N1c1ccc(I)cc1Cl,/,/,12%[12.7 µM],-1%,-12%,/,1%,/,-3%
Fc1ccc(OCc2nc(-c3cccs3)no2)cc1,116%[activator],-18%,167%[activator],-3%,-24%,16%,95%[activator],-6%,?

# Among those listed so far, these contain a halogen:
compound,JMJD2A Tudor inh,Pol eta inh,G9a inh,BLM helicase inh,Pol beta inh,POLI inh,BAZ2B block,POLK inh,APEX1 inh
CC1CCCN(Cc2cnc(Cl)s2)C1 (stereo not given),-2%,-10%,-21%[59 µM],2%,-11%,7%,-5%,-11%,2%
CC(c1nc2ccccc2c(=O)[nH]1)N1CCCN(S(=O)(=O)c2ccc(F)cc2)CC1 (stereo not given),-24%,1%,56%[activator][12.7 µM],/,/,?,-16%,0%,35%
O=C1C=CC(=O)N1c1ccc(I)cc1Cl,/,/,12%[12.7 µM],-1%,-12%,/,1%,/,-3%
Fc1ccc(OCc2nc(-c3cccs3)no2)cc1,116%[activator],-18%,167%[activator],-3%,-24%,16%,95%[activator],-6%,?

# Following part:
compound,JMJD2A Tudor inh,Pol eta inh,G9a inh,BLM helicase inh,Pol beta inh,POLI inh,BAZ2B block,POLK inh,APEX1 inh
Cn1c(=NC(=O)CS(=O)(=O)c2ccccc2)sc2cc([N+](=O)[O-])ccc21,-11%,-6%,-8%,/,/,27%,-6%,1%,-3%
Cc1ccc(Oc2coc3cc(OCC(=O)NC4CCCCC4)ccc3c2=O)cc1,-14%,/,-5%[59 µM],-4%,-18%,?,6%,-38%,/
CCC(=O)N1c2ccccc2CC1C(=O)NCCc1ccccc1Cl (stereo not given),1%,-8%,-31%[59 µM],1%,-2%,7%,-2%,-11%[60.1 µM],/
N=c1c(C(=O)NCc2ccco2)cc2c(=O)n3ccccc3nc2n1CCc1ccccc1,-24%,?,2%[59 µM],-7%,32µM*,?,/,-27%,-1%
CCN(CC)CCNC(=O)C(C)c1nn(C)c(=O)c2ccccc12 (stereo not given),13%,-16%,16%[59 µM],-1%,32%,-11%,4%[57.1 µM],-7%,12%
COc1cccc(CN2CCCC(N3CCc4ccccc4C3)C2)c1O (stereo not given),-21%,-4%,?,4%,81%,4%,-22%,-1%,-1%
COc1ccccc1N(C)C(=O)c1cc(S(=O)(=O)N2CCCC2)cn1C,-14%,-9%,-4%,-2%,?,15%,-26%,-6%,71%[activator]
O=C(CC1S/C(=N/N=C/c2c[nH]c3ccccc23)NC1=O)Nc1ccccc1 (stereo not given),-10%,-17%,28%[59 µM],-1%,-13%,20%,1%,2%,2%
Cc1ccc(S(=O)(=O)N(C)C)cc1NC(=O)[C@H](Cc1ccccc1)N1C(=O)c2ccccc2C1=O,-16%,-6%,19%,0%,31%,-7%,-6%,-12%,-7%
CC(C)c1ccc(NC(=O)COc2nncc3ccccc23)cc1,-2%,2%,-28%,2%,-3%[57.1 µM],66%[activator],37%[activator],-9%,-1%
CN(c1ccccc1C(=O)Nc1ccc(S(=O)(=O)N2CCOCC2)cc1)S(C)(=O)=O,-4%,-23%,20%[59 µM],1%,24%,-2%,8%,-9%,-1%
CN(c1ccccn1)c1ncnc2[nH]ncc12,-6%,-19%,/,-1%,3%,1%,3%,6%,-1%
COc1ccc(C(C)(C)C)cc1NC(=O)COC(=O)c1cnc(C)cn1,-3%,-9%,6%[59 µM],-4%,42%,31%,12%,-8%,10%
CC(Sc1nnc(Cc2cccs2)n1C)C(=O)Nc1ccc(C(N)=O)cc1 (stereo not given),-8%,-18%,?,/,/,-3%,4%,-13%,7%
CC1(C)OC(=O)C(=Cc2ccc(-c3ccc(S(N)(=O)=O)cc3)o2)C(=O)O1,-8%,50µM*,35µM*,3%,4%,?,-19%,?,-8%
COc1ccc(/C=C2\SC(=S)N(NS(=O)(=O)c3ccccc3)C2=O)c(OC)c1,-26%,?,?,-7%,-22%,-1%,-21%,3%,45%[activator]

# Full records from above.
# `COc1ccc(C(=O)N2CC(=O)Nc3ccc(C)cc3C2c2ccccc2)cc1OC` (stereo not given) in the list: JMJD2A Tudor inh: -4%; Pol eta inh: -21%; G9a inh: 4%[59 µM]; BLM helicase inh: -1%; Pol beta inh: 7%; POLI inh: 11%; BAZ2B block: 3%; POLK inh: -4%; APEX1 inh: /
# `COc1ccc(/C=C2\SC(=S)N(NS(=O)(=O)c3ccccc3)C2=O)c(OC)c1` in the list: JMJD2A Tudor inh: -26%; Pol eta inh: ?; G9a inh: ?; BLM helicase inh: -7%; Pol beta inh: -22%; POLI inh: -1%; BAZ2B block: -21%; POLK inh: 3%; APEX1 inh: 45%[activator]
# `CCOc1ccc(C(=O)CCC(=O)Nc2cc(C)ccn2)cc1` in the list: JMJD2A Tudor inh: -21%; Pol eta inh: -5%; G9a inh: -30%; BLM helicase inh: /; Pol beta inh: /; POLI inh: 20%; BAZ2B block: ?; POLK inh: -17%; APEX1 inh: -8%

# (cont.)
compound,JMJD2A Tudor inh,Pol eta inh,G9a inh,BLM helicase inh,Pol beta inh,POLI inh,BAZ2B block,POLK inh,APEX1 inh
COCCNC(=O)/C(C#N)=C\c1ccc(CNC(=O)C(=O)Nc2ccc(C)c(C)c2)o1,-9%,0%,-8%,-2%,-24%,-7%,-17%,-8%[60.1 µM],-4%
O=c1c2ccccc2[nH]c(=S)n1CCCN1CCN(C2CCCCC2)CC1,-5%,-22%,?,-7%,2%,22%,5%,3%,1%
COc1cccc(NC(=O)Cn2c3ccc(F)cc3c3nc4n(c(=O)c32)CCCS4)c1,7%,-23%,-12%,-3%,10%,30%[activator],0%,-2%,23%
CCn1c(=O)c2ccccc2n(CC(=O)NC2CCCCC2)c1=O,-8%,-4%,3%,-4%,13%,-11%,-10%,-5%,-1%
CC(C)c1ccc(CNc2ccc3c(c2)ncn3C)cc1,?,-14%,?,-4%,?,10%,40µM*,-9%,15%
NC(=O)C1CCN(C(=O)CCC(=O)N2CCOc3ccc(Cl)cc32)CC1,-7%,-18%,-22%,0%,1%,7%,1%,-1%,0%
COc1cc(C(CC(=O)N2CCCC2)c2c(OC)cc(OC)c3c(-c4ccccc4)cc(=O)oc23)cc(OC)c1OC (stereo not given),56µM*,40µM*,7%[12.7 µM],-22%&-27%,45µM*,?,50µM*,?,?
CCCc1ccc2oc(C(=O)N(C)CCn3ccnc3C)c(C)c2c1,-9%,-15%,16%,3%,-17%,-12%,-32%,1%,35%

# From PubChem BioAssay

# This is a subset; count on the stated rates, not on these rows.
